# OX1R antag-1 – human HCRTR1 antagonism. O43613. CHO/OX1R cells, Fluo-8 calcium fluorescence, orexin A. inhibition, % at 5 µM. actives 0.43% (n = 330,000). AID 434989;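 active = inhibition above its plate's threshold, mean inhibition of all tested compounds on the plate plus 3 SD, cut at about 37% in these data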;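 also: 0% = orexin A challenge wells and 100% = SB-334867-A antagonist wells; not every result past the cut was called active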
# Target sequence (O43613 whole entry, looked up): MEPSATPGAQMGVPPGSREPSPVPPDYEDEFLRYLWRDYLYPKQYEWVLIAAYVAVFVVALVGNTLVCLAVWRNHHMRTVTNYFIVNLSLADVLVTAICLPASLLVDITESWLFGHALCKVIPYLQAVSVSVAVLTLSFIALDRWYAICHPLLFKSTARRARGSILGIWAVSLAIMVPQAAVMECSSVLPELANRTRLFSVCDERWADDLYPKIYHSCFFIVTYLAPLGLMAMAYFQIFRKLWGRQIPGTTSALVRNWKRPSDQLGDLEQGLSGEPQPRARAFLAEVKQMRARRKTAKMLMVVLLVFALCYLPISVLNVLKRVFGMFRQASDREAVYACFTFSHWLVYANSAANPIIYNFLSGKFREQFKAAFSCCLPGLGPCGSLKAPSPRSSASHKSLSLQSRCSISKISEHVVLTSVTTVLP
# STK33 inh – blocks human STK33 kinase activity; Q9BYT3; purified STK33, MBP phosphorylation, ADP-Glo luminescence; inhibition, % at 10 µM; actives 0.073% (n = 320,000); AID 2661;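 active = inhibition at or above 25%, using the most active replicate where run in duplicate; inactive = inhibition below 25%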
# Target sequence (Q9BYT3 whole entry, looked up): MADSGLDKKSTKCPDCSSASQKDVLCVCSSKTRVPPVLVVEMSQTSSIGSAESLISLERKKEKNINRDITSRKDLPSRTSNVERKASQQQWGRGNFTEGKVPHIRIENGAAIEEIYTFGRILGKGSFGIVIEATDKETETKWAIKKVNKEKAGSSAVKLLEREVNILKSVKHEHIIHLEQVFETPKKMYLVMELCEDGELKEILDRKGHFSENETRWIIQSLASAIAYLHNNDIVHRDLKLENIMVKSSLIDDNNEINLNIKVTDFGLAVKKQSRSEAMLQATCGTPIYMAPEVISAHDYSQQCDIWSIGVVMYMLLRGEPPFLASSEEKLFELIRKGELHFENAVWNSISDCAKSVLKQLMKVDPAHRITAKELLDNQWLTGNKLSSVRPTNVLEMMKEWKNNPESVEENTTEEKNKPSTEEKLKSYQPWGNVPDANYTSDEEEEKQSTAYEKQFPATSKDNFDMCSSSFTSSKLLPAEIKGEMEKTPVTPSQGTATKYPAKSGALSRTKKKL
# OX1R antag-2 – antagonists of human orexin 1 receptor (OX1R); O43613; OX1R-expressing cells, FRET antagonist read-out; inhibition, % at 6.6 µM; actives 1.8% (n = 330,000); AID 485270; in the data active = inhibition mostly above about 38%, no sharp cut-off; inactive = mostly below about 40%;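 also: 0% = agonist challenge alone and 100% = reference antagonist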
# Starred values were filed as active, the others as inactive; x = no result given.
SMILES,OX1R antag-1,STK33 inh,OX1R antag-2
O=C(CCn1nnnc1CN1CCOCC1)N1CCC(c2ccccc2Cl)C1 (stereo not given),-25,-1.2,7
COc1cccc(CCC(=O)Nc2cccc(S(=O)(=O)N3CCCC3)c2)c1OC,-27,1.4,12
CCN(CC)CCNC(=O)c1ccc(N)cc1,-9,-0.4,21
COc1ccc(S(=O)(=O)CCC(=O)NCCc2ccc(S(N)(=O)=O)cc2)cc1,-9,0.9,14
COc1cccc(CN2C(=O)C(C)N(C(=O)c3c(F)cccc3F)c3ccccc32)c1 (stereo not given),33,-0.6,26
COc1ccc(Cl)cc1Nc1nc(-c2cccnc2)cs1,-26,1.2,32
COc1ccc(NC(=O)c2ccccc2F)cc1Cl,-13,0.1,36
O=Cc1ccc(Cl)c(Cl)c1,-13,0.6,3
O=C(CSc1nnc(-c2c[nH]c3ccccc23)o1)NCC1CCCO1 (stereo not given),36,0.9,12
S=C(Nc1ccc2nccnc2c1)N1CCCC1,-13,8.4,32

# 2 of these compounds in another layout:
# The line under a structure holds: OX1R antag-1 | STK33 inh | OX1R antag-2
COc1ccc(NC(=O)c2ccccc2F)cc1Cl
→ -13 | 0.1 | 36
O=Cc1ccc(Cl)c(Cl)c1
→ -13 | 0.6 | 3

# The listing picks up, repeating the 3 entries before the break.
SMILES,OX1R antag-1,STK33 inh,OX1R antag-2
O=Cc1ccc(Cl)c(Cl)c1,-13,0.6,3
O=C(CSc1nnc(-c2c[nH]c3ccccc23)o1)NCC1CCCO1 (stereo not given),36,0.9,12
S=C(Nc1ccc2nccnc2c1)N1CCCC1,-13,8.4,32
O=C(NCc1ccccn1)Nc1ccc(F)cc1F,-4,-0.4,8
COc1ccc(CC(NC(C)=O)C(=O)NC2CCN(C(=O)c3ccncc3)CC2)cc1OC (stereo not given),-1,-3.4,2
Cc1[nH]c2ccc(C(=O)NCCN3CCOCC3)cc2c1C,-63,-0.1,8
CCc1cccc(NC(=O)Cn2c3[n+](c4ccc(C(F)(F)F)cc42)CCCCC3)c1,-24,-0.2,17
C/C(=C/c1ccccc1)C(=O)N1CCN(c2ccccc2F)CC1,-18,0.7,1
COc1ccc(C(=O)c2c(-c3ccc(OC)cc3)oc3ccccc23)cc1,-35,-0.7,16
S=C(NCCN1CCCCC1)Nc1ccccc1,-16,-1.3,8
CN(C1CCCCC1)S(=O)(=O)c1cc2c3c(c1)CCN3C(=O)CC2,-23,-0.8,94*
CCOc1ccccc1NC(=O)NC1CCCc2ccccc21 (stereo not given),-24,-2.1,18
Cc1cc(C)n(CCNCc2c(C(=O)N3C[C@@H](C)O[C@@H](C)C3)nc3ccc(Cl)cn23)n1,-14,-0.2,9

# Complete entries as entered above. Order of screens: OX1R antag-1, STK33 inh, OX1R antag-2
# `CCOc1ccccc1NC(=O)NC1CCCc2ccccc21` (stereo not given) in the list: -24, -2.1, 18
# `S=C(NCCN1CCCCC1)Nc1ccccc1` in the list: -16, -1.3, 8
# `C/C(=C/c1ccccc1)C(=O)N1CCN(c2ccccc2F)CC1` in the list: -18, 0.7, 1
# `CN(C1CCCCC1)S(=O)(=O)c1cc2c3c(c1)CCN3C(=O)CC2` in the list: -23, -0.8, 94*

# More entries
SMILES,OX1R antag-1,STK33 inh,OX1R antag-2
Cc1ccc(S(=O)(=O)N2CCC(C(=O)OC(C)C(=O)N3CCOCC3)CC2)cc1 (stereo not given),-18,-0.5,10
N#Cc1cccc(S(=O)(=O)NCC(=O)OCC(=O)c2ccc[nH]2)c1,-5,0.8,16
Cc1ccc(C(C)(C)C)cc1S(=O)(=O)N1CCC(C(=O)N2CCN(c3ccc(O)cc3)CC2)CC1,-11,1.8,8
CC(C)=C1SC(N2CCN(c3ccc(Cl)cc3)CC2)=NC1=O,-22,0.6,10
Cc1cc(O)c(C(C)C)cc1NC(=O)Cn1nc(C)c2ccccc2c1=O,-23,-2.4,6
CN(C)c1ccc(C(=S)N2CCCCCC2)cc1,-32,-1.0,10
COc1ccc(N=CC2=C(O)CC(c3ccccc3)CC2=O)c(OC)c1 (stereo not given),-23,0.3,12
Cc1ccc(-n2c(C)cc(C=C3C(=O)CC(C)(C)CC3=O)c2C)cc1,-25,-1.0,10
O=S(=O)(c1ccccc1)N1CCN(Cc2cccc(Br)c2)CC1,-31,-0.8,19
CCOC(=O)N/N=C(\C)c1ccc(OC(F)F)cc1OC(F)F,1,-2.2,0
COc1ccc(NC(=O)Nc2ccccc2F)c([N+](=O)[O-])c1,-25,-0.4,28
O=C(c1ccc(Br)o1)N1CCN(c2ccc(F)cc2)CC1,-5,-3.2,17
CC1CCN(Cc2nnnn2-c2ccc(Cl)cc2)CC1,-14,4.9,30
CCc1nnc(NC(=O)c2cccc(S(=O)(=O)N3CCCC3)c2)s1,-17,-2.7,2
CC(=O)Nc1cccc(NC(=O)C2C3C=CC(C3)C2C(=O)O)c1 (stereo not given),-29,-0.4,-2
O=C(Nc1ccc(N2CCN(C(=O)c3ccco3)CC2)cc1)c1ccccc1,-14,-0.2,10
O=C(N/N=C1\CCCCc2ccccc21)c1ccccn1,-29,0.5,17
CC(C)COP(=O)(OCC(C)C)C(O)c1ccccc1F (stereo not given),-16,-0.8,17
CCOC(=O)C1=NN(C(C)=O)C2(CC(=O)N(c3cc(C)cc(C)c3)C2=O)C1 (stereo not given),-7,-1.8,2
COC(=O)c1cc2oc3ccccc3c2n1CC(=O)Nc1ccccc1OC,-10,0.3,12

# Individual results from the results shown.
# CC1CCN(Cc2nnnn2-c2ccc(Cl)cc2)CC1 in OX1R antag-2 shows 30
# CC(=O)Nc1cccc(NC(=O)C2C3C=CC(C3)C2C(=O)O)c1 (stereo not given) in STK33 inh shows -0.4

# Continuation.
SMILES,OX1R antag-1,STK33 inh,OX1R antag-2
C=CCn1cc(/C=C2/NC(=O)NC2=O)c2ccccc21,-5,-0.3,14
c1csc(CNc2ncnc3nc[nH]c23)c1,-3,4.0,5
Cc1cnc(=O)[nH]c1SCC(=O)Nc1nccs1,-3,-0.2,8
O=C(/C=C/c1ccc2c(c1)OCO2)N1CCOCC1,-15,2.0,28
COc1cccc(NC(=O)COc2ccc3c(c2)CCC3)c1,-12,1.7,-3
CC(=O)Nc1ccc(NC(=O)C(C)OC(=O)CCCOc2ccc(Cl)c(C)c2)cc1 (stereo not given),20,0.4,85*
O=[N+]([O-])c1nn(-c2ccccc2)n(O)c1=NCc1ccc2c(c1)OCO2,-13,-1.8,31
O=C(c1ccc2nccnc2c1)N1CCN(Cc2ccc3c(c2)OCO3)CC1,12,1.2,16
O=C(O)C1CCCCC1C(=O)NCCc1ccc(F)cc1 (stereo not given),-22,-1.6,13
COc1ccc(S(=O)(=O)Nc2cccc(-n3cnnn3)c2)cc1,-3,-2.6,18
COc1ccccc1N(CC(=O)NC(C)(C)C)C(=O)c1ccc(Cl)nc1,-10,-0.2,6
Cc1cc(NC(=O)c2cnn3c(C(F)(F)F)cc(-c4ccccc4)nc23)no1,-31,-1.0,11
CNC(=O)CSc1nnc(-c2cccc(S(=O)(=O)N3CCOCC3)c2)n1-c1ccc(F)cc1,-14,-0.3,6
CC(OC(=O)c1ccccc1NS(=O)(=O)c1cccc(N)c1)C(=O)N(C)Cc1ccccc1 (stereo not given),-3,-1.3,38
CC1(C)Cc2ccccc2C(=NC(Cc2ccccc2)C(=O)O)N1 (stereo not given),-9,-1.3,9
O=S1(=O)C[C@@H](O)[C@@H](Nc2ccccc2)C1,-10,1.3,6
Cc1oc(C(C)(C)C)cc1C(=O)N1CCCC1C(=O)O (stereo not given),-9,-1.7,1
CC(C)N(C(=O)Cn1cc(SCC(=O)NCc2ccco2)c2ccccc21)C(C)C,-34,-0.1,27
CC(C)CC(=O)Nc1nc(=S)ss1,4,-0.8,9
CC[C@@]1(C(=O)OC)N[C@H](CN(C)C(=O)Nc2ccc(F)cc2)[C@@H]2C(=O)N(C)C(=O)[C@@H]21,-15,-1.0,2
CCC(=O)c1ccc(OCC(=O)OCC(=O)N2c3ccccc3CC2C)cc1 (stereo not given),-9,-1.0,14
N#Cc1nc(/C=C/c2ccccc2)oc1NCCCN1CCOCC1,-30,-1.1,11
CC(=O)N1CN(C2CCS(=O)(=O)C2)Cc2c1sc1c2CCCC1 (stereo not given),-1,-3.4,2
O=C(O)/C=C/C(=O)Nc1ccc(OCc2ccccc2)cc1,-3,-4.3,7
Cc1ccc(SCC(=O)Nc2ccc(N3CCN(c4ccccc4)CC3)c(F)c2)cc1,-8,-1.5,8
CCN(CCO)c1ccc(N=Nc2cc(C)[nH]n2)cc1,-10,0.1,38
CCN(CC)CCCN(C(=O)c1ccccc1C)c1nc(-c2ccc(OC)cc2)cs1,-35,-1.5,13
O=C(Nc1nc(=O)c2ccccc2s1)c1ccccc1,-4,-1.3,21
Cc1ccc(NS(=O)(=O)c2cc(C(=O)NCCSc3ccc(C)cc3)ccc2C)cc1,-16,-0.9,12
CC(C)(C)C(=O)C1=C(O)C(=O)N(Cc2ccccc2)C1c1ccccc1Cl (stereo not given),-16,-0.8,10
COC(=O)c1ccccc1NC(=O)c1cc(-c2ccco2)on1,-21,0.5,16
Cn1cc(CN2CCCC(CO)C2)c(-c2ccc(Oc3ccccc3)cc2)n1 (stereo not given),-18,-0.4,9
COc1ccc(C)cc1NC(=O)CSc1nnc(-c2ccco2)n1Cc1ccco1,-34,0.3,20
CC(C)=CCc1cc([C@@H]2COc3c(ccc4c3C=CC(C)(C)O4)C2)c(O)cc1O,-7,-0.3,3
Cc1cc(C(=O)CSc2n[nH]c(N)n2)c(C)n1-c1ccc2c(c1)OCO2,-12,-1.3,15
Cc1cnc(C(=O)OCC(=O)c2ccc(C)s2)cn1,-3,-0.5,3
O=C1NC2=C(C(=O)CCC2)C(c2ccc([N+](=O)[O-])cc2)N1 (stereo not given),1,-0.8,33
C[C@H]1CCC[C@]2(CC(=O)c3cc(F)ccc3O2)C1,12,0.8,3
Cc1ccc(CN2C(=O)CCC2(C)C(=O)NCc2cccnc2)cc1 (stereo not given),-7,-1.2,-6
COc1ccc(-c2cc(-c3ccccc3)c(C#N)c(=S)[nH]2)cc1,-12,-1.9,14
CN(Cc1cccs1)S(=O)(=O)c1cccs1,-4,-0.8,1
N#CC1=C(N)OC2=C(C(=O)CC(c3ccccc3)C2)C1c1ccoc1 (stereo not given),-7,-0.7,17
CC(=O)C(Sc1nnnn1-c1ccc(O)cc1)c1ccccc1 (stereo not given),-5,0.7,0
CCCc1cc(=O)[nH]c(SCC(=O)N2N=C(c3ccc(Cl)cc3)CC2c2ccco2)n1 (stereo not given),-35,0.7,-1
CC(=O)NCCc1nc2cc(NC(=O)Nc3ccccc3)ccc2n1C,15,-3.0,-12
Cc1ccc(-c2csc(N3CCN(S(=O)(=O)c4ccc5c(c4)NC(=O)CO5)CC3)n2)cc1,-4,-1.8,11
Cc1cc(C)n(C(=O)CCCCCCCC(=O)n2nc(C)cc2C)n1,-8,0.1,0
[O-]/C(=C(\C(=S)Nc1ccc(SC(F)F)cc1)[n+]1ccccc1)c1cc(Cl)ccc1Cl,-26,0.7,32
CC(=O)Nc1ccc(OCC(=O)NCc2ccccc2)cc1,2,0.7,8
C=CCN(Cc1nc(-c2ccc(OC)c(OC)c2)oc1C)C1CCS(=O)(=O)C1 (stereo not given),-16,0.1,12
# The results go on:
SMILES,OX1R antag-1,STK33 inh,OX1R antag-2
NC(=O)C1CCN(C(=O)CSc2nc3c(c(-c4ccccc4)n2)CCCC3)CC1,-25,0.9,20
Oc1ccc(Cl)cc1N=Cc1sc2ccccc2c1Cl,1,-2.3,6
COc1ccc(C(=O)CCN2CCN(c3ccc(OC)cc3)CC2)cc1,-28,-1.0,7
O=C(CSc1nnc2ccc(-c3ccncc3)nn12)c1cccs1,-6,-0.1,44*
CCOc1cnc(C(=O)NNC(=O)C(Br)C(C)C)o1 (stereo not given),-8,-2.3,3
O=C(c1ccc(=O)[nH]c1)N(Cc1ccco1)C1(C(=O)NC2CCCCC2)CCCCC1,1,1.0,1
CCC(=O)Nc1ccccc1C(=O)C(=O)Nc1ccccc1,-15,-0.4,15
CC(Nc1cc(N2CCN(S(C)(=O)=O)CC2)ccc1[N+](=O)[O-])c1ccccc1 (stereo not given),-35,-1.8,25
Cc1cc(SCC(=O)Nc2ccc(O)cc2)n2ncc(-c3ccccc3)c2n1,8,-1.9,30
CCOc1ccc(N(CC(=O)NC(C)(C)C)C(=O)CCC(=O)Nc2nccs2)cc1,-19,-2.0,7
NC(=S)Nc1cccc2[nH]ncc12,-6,1.7,15
COc1ccc(-c2noc3c2-c2nc(C(C)C)sc2CC3)cc1,-22,-0.9,28
Cc1nnc(NC(=O)c2cccc(S(=O)(=O)N3CCCC3)c2)s1,-9,-1.0,24
O=C(CSc1nc2[nH]ncc2c(=O)[nH]1)Nc1ccc(Cl)c(Cl)c1,-4,-0.6,11
N#C/C(C(=O)NCc1ccccc1)=C1/SC(Cc2ccc(Cl)cc2)C(=O)N1c1ccccc1 (stereo not given),-17,x,9
COc1ccc(OC)c(NC(=O)Cn2c(=O)n(CC3CCCO3)c(=O)c3cc(OC)c(OC)cc32)c1 (stereo not given),-31,-0.2,1
CC1=CC(C)C2C(=O)N(CCC[N+](C)(C)C)C(=O)C2C1 (stereo not given),-6,-1.4,8
Cc1c(C(=O)NCCc2ccccc2)oc2ccc(S(=O)(=O)N3CCC4(CC3)OCCO4)cc12,27,-2.6,53
Cc1ccc(-c2nc3cc(N)ccc3o2)c(C)c1,-13,1.1,29
O=C(COc1ccc(Cl)cc1)N1CCN(c2ncccn2)CC1,-15,-0.5,10
CCSc1nc(=O)n(-c2ccccc2)c(C)c1C(C)=O,-4,0.4,26
O=C(CCc1nnc2ccc(NCc3ccc(Cl)cc3)nn12)NC1CCCCC1,-21,-0.5,49
CCc1ccc(NC(=O)c2ccc3c(c2)C(=O)N(Cc2ccco2)C3=O)cc1,-9,-0.6,16

# Source: PubChem
